# Screening data as filed in PubChem.
# RPL19A TOR yeast = yeast TOR pathway RPL19A-GFP modulation; S. cerevisiae RPL19A-GFP strain, flow cytometry, 3 h; hits give low values; percent response vs DMSO, % at 10 µM; 330,000 tested, 0.3% active; AID 2025;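 active means percent response vs DMSO below 50%; inconclusive means fewer than 70 events counted for the yeast strain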;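 further: median channel GFP fluorescence of the barcoded RPL19A-GFP strain; ratio of sample median GFP to plate DMSO average so 100% = DMSO; lower means less RPL19A-GFP as with rapamycin TOR inhibition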
# MEP2 TOR yeast = modulators of TOR pathway MEP2-GFP in S. cerevisiae; S. cerevisiae MEP2-GFP strain, flow cytometry GFP, 3 h; 100% = DMSO control level; GFP response vs DMSO, % at 10 µM; 330,000 tested, 0.51% active; AID 2016;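 active means GFP response versus DMSO above a set limit, roughly screen mean plus 3 SD, cut at about 180% in these data; inconclusive means fewer than 70 cells counted for a yeast strain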;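 further: median GFP fluorescence of the barcode-gated MEP2-GFP cells per well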
# AGP1-GFP MLPCN = yeast TOR pathway AGP1-GFP modulation. S. cerevisiae AGP1-GFP multiplex flow cytometry, 3 h; GFP as percent of DMSO wells. 320,000 tested, 0.02% active. GFP response vs DMSO, % at 10 µM. AID 2066;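 active means GFP response relative to DMSO above a set limit, near screen average plus 3 SD, cut at about 150% in these data; inconclusive means fewer than 70 cells counted for the yeast strain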;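 further: median GFP channel fluorescence of the gated AGP1 strain per well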
# VLA-4 inh = inhibition in a human VLA-4 binding assay; 330,000 tested, 0.2% active; VLA-4 expressing cells, ligand binding flow cytometry; P13612; inhibition, % (about 7 µM as worked out from the volumes in the protocol); in the data active means inhibition above about 50%
# LAP4 TOR yeast = modulators of TOR pathway LAP4-GFP in S. cerevisiae; S. cerevisiae LAP4-GFP multiplex, flow cytometry GFP, 3 h; median GFP as percent of DMSO wells; GFP response vs DMSO, % at 10 µM; 320,000 tested, 0.34% active; AID 2023;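 active means GFP response vs DMSO above a set limit, about the screen mean plus 3 SD, cut at about 150% in these data; inconclusive means under 70 cell events counted for the yeast strain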
# JMJD2C inh = inhibitors of human GASC-1 (JMJD2C) demethylase; GST-JMJD2C(1-420) H3K9me3 demethylation, DELFIA europium; inhibition, % at 2.35 µM; 330,000 tested, 0.069% active;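 active means more than half of a compound's replicate wells show inhibition beyond 50%, single wells judged on their own value; inconclusive means some, but no more than half, of replicates pass 50% inhibition; inactive means no replicate passes 50% inhibition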;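 further: signal counts dimethyl H3K9 product captured on neutravidin plate; 0% = median of DMSO wells and 100% = 0.3 times that DMSO median; strong numbers were not always called active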
# CIT2-GFP yeast = modulators of TOR pathway CIT2-GFP in S. cerevisiae; S. cerevisiae CIT2-GFP strain, flow cytometry, 3 h; 100 means same as DMSO wells; GFP response vs DMSO, % at 10 µM; 320,000 tested, 0.065% active; AID 2029;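 active means GFP response relative to DMSO above a set limit, near the screen mean plus 3 SD, cut at about 150% in these data; inconclusive means Fewer than 70 cells measured for a yeast strain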;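 further: ratio of well median GFP fluorescence to mean of DMSO wells on the plate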
# GRK2 aptamer HTS = human GRK2 inhibition via aptamer displacement; 330,000 tested, 0.59% active; inhibition of aptamer binding, % at 10 µM; P25098; AID 488847; bead flow cytometry, FAM-aptamer displacement from GRK2;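 active means inhibition of aptamer binding above 40%, roughly 3 SD of noise, on plates passing a quality check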;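 further: median bead fluorescence of bound FAM aptamer so fluorescent compounds give negative values; no value below 0 was filed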
# Target sequence (P25098 whole entry, looked up): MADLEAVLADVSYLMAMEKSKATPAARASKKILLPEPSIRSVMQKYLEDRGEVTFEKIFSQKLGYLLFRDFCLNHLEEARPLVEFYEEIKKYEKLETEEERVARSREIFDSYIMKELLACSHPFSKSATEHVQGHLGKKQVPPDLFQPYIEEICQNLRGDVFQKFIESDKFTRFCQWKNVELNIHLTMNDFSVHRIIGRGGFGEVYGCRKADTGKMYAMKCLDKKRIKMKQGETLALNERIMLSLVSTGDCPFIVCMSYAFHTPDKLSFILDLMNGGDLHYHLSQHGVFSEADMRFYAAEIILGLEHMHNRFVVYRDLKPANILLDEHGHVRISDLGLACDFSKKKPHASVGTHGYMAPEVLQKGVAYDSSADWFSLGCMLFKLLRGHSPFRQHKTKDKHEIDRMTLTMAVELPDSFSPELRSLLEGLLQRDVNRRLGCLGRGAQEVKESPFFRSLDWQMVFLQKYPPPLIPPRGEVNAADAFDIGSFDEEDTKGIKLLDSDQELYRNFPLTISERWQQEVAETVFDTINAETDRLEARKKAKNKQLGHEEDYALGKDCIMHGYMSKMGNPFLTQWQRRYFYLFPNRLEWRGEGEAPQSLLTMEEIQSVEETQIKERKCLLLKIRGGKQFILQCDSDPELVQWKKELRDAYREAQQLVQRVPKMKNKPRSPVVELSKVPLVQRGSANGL
# * = called active by the depositor; i = inactive; ? = inconclusive; / = no result given; [ ] = remark or other dose.
# Sample of the layout, three compounds:
SMILES,RPL19A TOR yeast,MEP2 TOR yeast,AGP1-GFP MLPCN,VLA-4 inh,LAP4 TOR yeast,JMJD2C inh,CIT2-GFP yeast,GRK2 aptamer HTS
O=C(O)c1ccc(NC(=O)c2cn(-c3ccccc3)nc2-c2ccc(Br)cc2)cc1,97,101,102,5,100,-2,106,3
COc1ccc(Cl)cc1NC(=O)CC(=O)Nc1cc(Cl)ccc1OC,103,111,97,8,95,-13,97,0
Cc1[nH]nc(N2CCCCC2)c1[N+](=O)[O-],99,99,/,5,102,0,106,3

# All compounds of this part, repeating the preview:
SMILES,RPL19A TOR yeast,MEP2 TOR yeast,AGP1-GFP MLPCN,VLA-4 inh,LAP4 TOR yeast,JMJD2C inh,CIT2-GFP yeast,GRK2 aptamer HTS
O=C(O)c1ccc(NC(=O)c2cn(-c3ccccc3)nc2-c2ccc(Br)cc2)cc1,97,101,102,5,100,-2,106,3
COc1ccc(Cl)cc1NC(=O)CC(=O)Nc1cc(Cl)ccc1OC,103,111,97,8,95,-13,97,0
Cc1[nH]nc(N2CCCCC2)c1[N+](=O)[O-],99,99,/,5,102,0,106,3
Cc1cccc2cc(C(c3nnnn3C3CCCC3)N3CCOCC3)c(=O)[nH]c12 (stereo not drawn),97,96,93,8,98,28,94,0
COc1ccc(C2=NC(c3ccccc3)CO2)cc1 (stereo not drawn),107,100,99,20,119,2,113,1
O=C(COc1cccnc1[N+](=O)[O-])Nc1ccc2c(c1)OC(F)(F)O2,94,92,86,9,90,12,92,0
CC1Cc2ccccc2N1C(=O)COC(=O)CSc1ccc(F)cc1 (stereo not drawn),97,98,108,0,105,2,104,0
CS(=O)(=O)c1ccc(Cl)c(NC(=O)CSc2nnc(C3CC3)n2C2CC2)c1,103,101,107,-11,103,10,104,0
COCCn1c(=O)c2c(nc3n2CCCN3Cc2ccccc2)n(C)c1=O,102,100,104,4,103,0,99,0
Cc1ccc(S(=O)(=O)N(Cc2cccc(Cl)c2)C(=O)N2CCN(C)CC2)cc1,95,92,98,3,103,-2,87,0
O=C(O)CSC1CC(=O)N(c2ccc(Br)cc2)C1=O (stereo not drawn),100,99,98,10,96,6,101,2
O=C(NCC(=O)N1CCN(S(=O)(=O)c2ccccc2F)CC1)c1ccc2c(c1)OCO2,96,108,98,-5,98,1,99,3
Cc1ccc(S(=O)(=O)NCC(C)NS(=O)(=O)c2ccccc2[N+](=O)[O-])cc1 (stereo not drawn),98,98,99,9,90,4,108,0
C/C(=N/NC(=O)c1cc(-c2cccc([N+](=O)[O-])c2)n[nH]1)c1ccc(Cl)cc1,92,95,95,24,91,-3,88,0
COc1cc2c(C#N)c(N3CCN(C)CC3)nc(N)c2c(N)n1,98,98,92,5,80,10,106,3

# Overlap with the part before: 4 compounds, then new ones.
SMILES,RPL19A TOR yeast,MEP2 TOR yeast,AGP1-GFP MLPCN,VLA-4 inh,LAP4 TOR yeast,JMJD2C inh,CIT2-GFP yeast,GRK2 aptamer HTS
O=C(NCC(=O)N1CCN(S(=O)(=O)c2ccccc2F)CC1)c1ccc2c(c1)OCO2,96,108,98,-5,98,1,99,3
Cc1ccc(S(=O)(=O)NCC(C)NS(=O)(=O)c2ccccc2[N+](=O)[O-])cc1 (stereo not drawn),98,98,99,9,90,4,108,0
C/C(=N/NC(=O)c1cc(-c2cccc([N+](=O)[O-])c2)n[nH]1)c1ccc(Cl)cc1,92,95,95,24,91,-3,88,0
COc1cc2c(C#N)c(N3CCN(C)CC3)nc(N)c2c(N)n1,98,98,92,5,80,10,106,3
c1ccc(-c2nn[nH]n2)nc1,83,130,112,-1,128,-27,121,1
CCCc1nc2nc(C)c(NS(=O)(=O)c3ccc4c(c3)CCCC4)c(=O)n2[nH]1,95,104,95,-2,92,11,98,1
Cc1ccc(NC(=O)CCNC(=O)c2ccc(Br)cc2)cc1S(=O)(=O)N1CCOCC1,94,93,106,9,93,-2,92,0
O=C(CC1C(=O)NCCN1Cc1ccc(F)cc1)NC1CCCCCCC1 (stereo not drawn),101,103,106,-10,98,-26,112,0
COc1ccc(NC(=O)O/N=C/c2ccncc2)cc1,104,108,104,2,103,-1,106,1
COCCCn1c(C)cc(C(=O)CN2c3cccc4cccc(c34)S2(=O)=O)c1C,98,96,97,12,106,2,88,1
COc1ccc(S(=O)(=O)N2CCCCC2)cc1NC(=O)CSc1nccn1C,92,168,96,5,121,6,111,0
CC1CCN(C(=O)c2ccc(Br)c(S(=O)(=O)N3CCOCC3)c2)CC1,105,99,111,-3,105,2,109,0
CCCOC(=O)COC(=O)c1ccccc1NC(=O)c1ccccc1,101,96,100,3,95,9,98,0
COc1ccc(-c2c(-c3cc(OC)cc(OC)c3)n(C)c3ccc(-c4cccc5[nH]ccc45)cc23)cc1,95,83,95,0,95,-9,84,0
O=C(c1ccc2c(=O)n(Cc3ccc(Cl)cc3)c(=S)[nH]c2c1)N1CCOCC1,103,117,106,-6,110,-7,105,3
CCN1/C(=C/c2cc[n+](C)cc2)C=Cc2cc(C)ccc21,102,135,103,i,116,12,127,0
CC(=O)NS(=O)(=O)c1ccc(NC(=S)NC(=O)C(C)(C)C)cc1,105,108,116,-4,109,-28,105,3
CCOC(=O)C1(CCc2ccccc2)CCN(C(=O)CCc2cnn(C)c2)CC1,101,101,108,-5,102,-4,106,2
CCC(=O)N1CCc2cc(Br)cc(S(=O)(=O)N3CCCCCC3)c21,96,103,98,8,103,1,100,0
O=C(NCCc1c[nH]c2ccccc12)C(=O)NCC1OCCCN1S(=O)(=O)c1ccccc1 (stereo not drawn),102,102,105,12,99,-5,111,3
COc1ccc(C(c2c(NC(=O)c3ccco3)sc(C)c2C)N2CCOCC2)cc1OC (stereo not drawn),95,94,92,-2,93,/,99,3
CN(CC(=O)Nc1ccc(Cl)c(Cl)c1)C(=O)CNC(=O)Cc1ccccc1,94,96,96,11,97,6,95,0
CC1=C(C(=O)Nc2ccccc2)C(c2ccc(C)cc2)N=C(Nc2nc3ccccc3o2)N1 (stereo not drawn),96,96,98,-6,93,127,100,0
CCCNS(=O)(=O)c1ccc(CCC(=O)N2CCN(c3ccc(F)cc3)CC2)cc1,104,109,102,31,105,-2,104,0
CCCn1c(SCC(=O)NCc2ccc(C)cc2)n[nH]c1=O,94,101,109,-22,101,-12,108,1
COc1ccc(CNC(=O)CN2C(=O)CCSc3ccc(S(=O)(=O)N4CCCC4)cc32)cc1,101,105,108,2,110,5,110,0
O=C(CSc1nnc(NC(=O)C2CC2)s1)Nc1ccc(F)cc1F,106,108,111,5,101,0,103,1
COc1ccc(CCN=CC2=C(O)CCCC2=O)cc1OC,102,101,103,3,103,0,110,0
COc1ccc(Cc2nc(-c3cccnc3)no2)cc1OC,98,97,103,-10,105,-5,99,0
Cc1ccccc1OCC(=O)NCCN1CCCC1,14*[may fluoresce violet],?,?,-1,?,/,?,0
COc1cccc(OCC(=O)N(Cc2nc(-c3ccc(Cl)cc3)no2)C(C)C)c1,105,92,105,9,99,2,103,0
COc1cc2nc(C3CCC3)n(NC(=O)c3ccco3)c(=O)c2cc1OC,101,97,100,-4,100,2,98,0
CCNc1nc(NCC)nc(Oc2ccc(N)cc2)n1,100,96,104,17,100,-5,105,0
Nc1cc(=O)[nH]c(SCC(=O)Nc2ccc(S(=O)(=O)N3CCCC3)cc2)n1,91,87,100,-6,107,7,99,11

# Brought forward from above: 2 entries, then new ones.
SMILES,RPL19A TOR yeast,MEP2 TOR yeast,AGP1-GFP MLPCN,VLA-4 inh,LAP4 TOR yeast,JMJD2C inh,CIT2-GFP yeast,GRK2 aptamer HTS
CCNc1nc(NCC)nc(Oc2ccc(N)cc2)n1,100,96,104,17,100,-5,105,0
Nc1cc(=O)[nH]c(SCC(=O)Nc2ccc(S(=O)(=O)N3CCCC3)cc2)n1,91,87,100,-6,107,7,99,11
CC(C)n1nnnc1-c1cccc(Cl)c1,100,99,101,-1,92,7,109,0
COc1ccc2c(c1)[C@H]1[C@H](CO2)[C@H](c2ccccc2)[C@]2(C)C(=O)N[C@H](C)C(=O)N12,97,95,99,16,102,2,99,6
O=C(Nc1cccc(NC(=O)C2C3CC4OC(=O)C2C4C3)c1)c1ccccc1 (stereo not drawn),102,105,105,4,111,1,113,1
Cc1cccc(Oc2nc(-c3ccccc3)cc(C)c2S(C)(=O)=O)c1C,98,101,99,21,97,4,95,2
CC(C)(C)c1ccc(OCc2ccc(C(=O)N/N=C/c3ccc(O)c(O)c3)cc2)cc1,102,107,101,-2,89,14,106,0
O=C(O)CN(c1cccc(C(F)(F)F)c1)S(=O)(=O)c1ccccc1,105,110,123,-3,111,-2,117,3
CCCC[n+]1ccn(-c2nc3ccccc3nc2[N-]S(=O)(=O)c2ccc(Cl)cc2)c1,97,99,110,5,112,1,97,5
COc1ccccc1N(C)S(=O)(=O)c1ccc(C(=O)Nc2nccs2)cc1,95,124,118,12,126,-3,107,3
O=C(CN1CCOCC1)N1CCN(c2nnc(-c3ccccc3)c3ccccc23)CC1,98,96,98,15,93,-8,97,0
CN1C(=O)CC(N2CCN(C(c3ccccc3)c3ccccc3)CC2)C1=O (stereo not drawn),95,95,98,11,92,-14,118,1
COc1cccc(C(=O)COC(=O)c2ccc(NC(C)=O)cc2)c1,106,110,99,32,100,6,102,2
COc1ccc(NC(=O)CN2C(=O)NC(C)(C3CCCCC3)C2=O)c(OC)c1 (stereo not drawn),91,93,92,1,91,5,94,2
CC(C)(C)NC(=O)c1ccc2c(c1)C(=O)N(Cc1ccco1)C2=O,102,101,95,10,96,10,103,/
COc1ccc(C)cc1NC(=O)CCc1ccc(S(=O)(=O)N2CCOCC2)cc1,97,102,101,3,100,/,96,6
O=C(CN1C(=O)NC2(CCCCC2)C1=O)N1CCN(C(=O)c2cccs2)CC1,94,93,95,2,87,-10,89,21

# Shown as a hit in RPL19A TOR yeast (from the list above):
SMILES,RPL19A TOR yeast,MEP2 TOR yeast,AGP1-GFP MLPCN,VLA-4 inh,LAP4 TOR yeast,JMJD2C inh,CIT2-GFP yeast,GRK2 aptamer HTS
Cc1ccccc1OCC(=O)NCCN1CCCC1,14*[may fluoresce violet],?,?,-1,?,/,?,0

# Next entries follow.
SMILES,RPL19A TOR yeast,MEP2 TOR yeast,AGP1-GFP MLPCN,VLA-4 inh,LAP4 TOR yeast,JMJD2C inh,CIT2-GFP yeast,GRK2 aptamer HTS
Cc1cc2c(c(Sc3ccccc3)n1)C(=O)OC2,98,119,89,4,92,-6,94,0
CS(=O)(=O)n1nc(C(=O)N2CCOCC2)nc1N,97,100,94,2,99,-37,95,0
O=C1N/C(=N\N=C\c2ccccn2)SC1Cc1cccc(SC(F)F)c1 (stereo not drawn),102,106,101,-12,104,-13,108,1
Cc1ccc(/C=N/NC(=O)c2nnn(-c3nonc3N)c2C(C)C)s1,91,85,90,3,89,8,94,0
COc1cc(C(=S)N2CCCC2)cc(OC)c1OS(=O)(=O)c1ccc(NC(C)=O)cc1,108,96,101,-9,100,9,110,0
COc1ccc(O)c(C(=O)c2cc(C#N)c(=O)n(-c3c(C)n(C)n(-c4ccccc4)c3=O)c2)c1,101,109,105,-21,105,-15,103,0
